High-throughput results (PubChem BioAssay)
FBW7 act: activators of human E3 ligase FBW7. AID 1259310. AlphaScreen FBW7–phospho-cyclin E peptide binding, activator screen. normalized activity (activation), % at 26.1 µM. 0.13% of 650,000 active; in the data active means normalized activity above about 1.9%;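 further: purified mutant Fbw7 with reduced substrate affinity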
GPR151 ag: activates the human receptor GPR151 | activation, % at 11.2 µM | PathHunter beta-arrestin GPR151 cells, luminescence | 1% of 650,000 active | Q8TDV0; in the data active means activation above about 4.9%;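 further: 0% = median of compound wells and 100% = cells with positive control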
Target sequence (Q8TDV0 whole entry, looked up): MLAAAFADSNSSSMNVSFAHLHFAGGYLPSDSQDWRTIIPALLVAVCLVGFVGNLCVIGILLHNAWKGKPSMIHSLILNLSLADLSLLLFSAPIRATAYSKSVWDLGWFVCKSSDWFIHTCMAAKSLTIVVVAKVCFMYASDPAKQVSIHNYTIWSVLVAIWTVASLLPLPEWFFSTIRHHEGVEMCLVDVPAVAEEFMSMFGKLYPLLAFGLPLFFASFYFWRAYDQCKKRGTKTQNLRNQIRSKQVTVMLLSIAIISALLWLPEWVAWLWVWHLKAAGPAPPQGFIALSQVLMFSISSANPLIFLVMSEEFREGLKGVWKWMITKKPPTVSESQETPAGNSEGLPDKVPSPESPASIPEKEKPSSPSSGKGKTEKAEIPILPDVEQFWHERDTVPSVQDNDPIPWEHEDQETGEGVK
TEAD-YAP block: TEAD-YAP interaction inhibition; HEK-TIYL cells, TEAD-Gal4/YAP UAS-luciferase luminescence; inhibition, % at 9.12 µM; 1.4% of 640,000 active; in the data active means inhibition above about 32%;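 further: 0% = median of test compound wells and 100% = reference inhibitor wells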
MITF primary: inhibitors of human MITF. AlphaScreen MITF homodimerization, bead proximity signal. inhibition, % at 2.6 µM. 0.91% of 650,000 active; in the data active means inhibition above about 50%;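 further: 0% = vehicle wells with protein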
Target sequence (O75030 whole entry, looked up): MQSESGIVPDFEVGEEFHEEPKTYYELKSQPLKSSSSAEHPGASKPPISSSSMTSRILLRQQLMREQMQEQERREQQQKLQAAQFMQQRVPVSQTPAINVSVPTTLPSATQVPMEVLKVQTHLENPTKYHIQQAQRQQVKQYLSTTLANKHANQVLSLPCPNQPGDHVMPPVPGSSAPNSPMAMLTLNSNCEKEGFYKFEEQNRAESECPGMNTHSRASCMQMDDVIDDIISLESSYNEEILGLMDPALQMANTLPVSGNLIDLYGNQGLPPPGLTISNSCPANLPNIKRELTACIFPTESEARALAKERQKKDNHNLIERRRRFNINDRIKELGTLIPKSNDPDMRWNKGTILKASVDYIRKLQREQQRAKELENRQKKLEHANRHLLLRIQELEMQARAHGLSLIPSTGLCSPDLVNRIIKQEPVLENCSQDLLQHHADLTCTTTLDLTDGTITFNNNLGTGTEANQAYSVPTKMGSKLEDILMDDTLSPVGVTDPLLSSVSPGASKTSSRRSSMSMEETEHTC
Active calls of the source: *; . = no result given. No enrichment for hits; overall some 3.4% were active at least once.

SMILES	FBW7 act	GPR151 ag	TEAD-YAP block	MITF primary
Cn1cc(-c2ccnc(NC(=O)Cc3ccc4c(c3)OCO4)c2)cn1	-0.7	1.5	33.9*	1.8
CN(C)c1cccc(Nc2nccn3c(-c4cccs4)cnc23)c1	0.1	-0.2	2.1	10.8
CC(C)c1ccc(-n2cc(-c3ccc(C(=O)NCCCO)cn3)cn2)cc1	0.3	1.6	7.4	6.7
Cc1ccc(S(=O)(=O)Nc2cccc(C)c2C)cc1	0.5	-0.4	-3.7	9.1
O=C(O)COc1ccc(S(=O)(=O)N2CCOCC2)cc1	-0.1	-0.8	2.4	-2.2
Cc1ccc(OCC(=O)OCc2ccccc2C#N)cc1C	0.1	1.3	-7.6	-2.3
c1csc(Cc2nc3ccccc3[nH]2)c1	-0.1	-0.9	-9.2	1.0
NC(=O)c1ccc(NC(=O)c2ccc(CN3CCOCC3)cc2)cc1	0.0	0.7	2.5	1.2
Cc1ccc(NC(=O)N2c3ccccc3Sc3ccccc32)c(C)c1	0.7	-0.4	-3.6	0.3
COc1ccc(NC(=O)Cn2c(=O)n(CCC(C)C)c(=O)c3cccnc32)cc1Cl	0.2	1.8	9.6	5.6
Cn1cc(Br)c(C(=O)Nc2ccc3nc(-c4ccccc4)[nH]c3c2)n1	0.0	0.6	-63.0	-5.1
CCCN1CCC2(CC1)NC(=O)N(CC(=O)Nc1ccc(F)cc1F)C2=O	-0.1	-1.3	-10.3	0.0
CCCC(=O)Nc1cccc(NC(=O)COc2ccc(Br)cc2)c1	0.0	-0.9	-3.9	1.9
COc1ccc(CCNC(=O)C(=O)Nc2ccc(Cl)cc2)cc1OC	-0.1	-1.6	-2.2	-6.8
COc1ccc(Cl)cc1NC(=O)Nc1ccc2c(c1)N(S(C)(=O)=O)CCC2	0.3	-1.4	-3.1	10.3

Overlap with the part before: 4 compounds, then new ones.
SMILES	FBW7 act	GPR151 ag	TEAD-YAP block	MITF primary
CCCN1CCC2(CC1)NC(=O)N(CC(=O)Nc1ccc(F)cc1F)C2=O	-0.1	-1.3	-10.3	0.0
CCCC(=O)Nc1cccc(NC(=O)COc2ccc(Br)cc2)c1	0.0	-0.9	-3.9	1.9
COc1ccc(CCNC(=O)C(=O)Nc2ccc(Cl)cc2)cc1OC	-0.1	-1.6	-2.2	-6.8
COc1ccc(Cl)cc1NC(=O)Nc1ccc2c(c1)N(S(C)(=O)=O)CCC2	0.3	-1.4	-3.1	10.3
CCCN(C(=O)c1coc(=O)c2ccccc12)c1cccc(C)c1	0.0	0.8	31.1	7.4
COc1ccccc1N1CCN(C2CCCN(Cc3cccnc3)C2)CC1 (configuration not stated)	-0.1	2.2	-3.6	-0.4
CC1(O)NC(=O)C2(C#N)C(C#N)(C#N)C12c1ccccc1 (configuration not stated)	0.0	1.6	17.7	0.9
Cc1ccc(S(=O)(=O)NCCSc2ccc(Cl)cc2)cc1[N+](=O)[O-]	0.0	-0.1	5.1	-7.6
N#CCCN(C(=O)CN1c2cccc3cccc(c23)S1(=O)=O)c1ccccc1	-0.1	-1.8	-2.5	-7.2
Cc1ccc2c(c1)-c1c(ssc1=S)C(C)(C)N2C(=O)c1cccnc1	-1.2	1.6	-0.6	10.3
COc1ccc(C2=NN(C(=O)c3cccs3)C(c3ccccc3F)C2)cc1OC (configuration not stated)	0.0	0.0	-2.5	-3.5
CC1CCC(NC(=O)COc2ccc(Cl)cc2Cl)(C(=O)Nc2cccc(Cl)c2)CC1 (configuration not stated)	-0.1	-0.2	-3.5	-5.0
Cc1ccc(CNC(=O)CCCCCn2c(SCC(=O)NCCC3=CCCCC3)nc3ccsc3c2=O)cc1	0.0	1.3	-3.4	3.6
COc1ccc(-n2c(C)c(C(C)=O)c3cc(O)ccc32)cc1	0.4	-0.9	29.0	-6.1
COc1cc(/C=N/Nc2nc(C)cc(C)n2)cc(Br)c1OC	-0.1	-1.7	1.9	-5.8
N#C/C(=C\c1ccc(C#N)cc1)C(=O)Nc1ccc(C(F)(F)F)cc1	0.0	0.5	12.2	-2.2
O=P1(NCCCn2ccnc2)C=C(c2ccccc2)OC(c2ccccc2)=C1	0.1	-0.9	2.3	10.5
O=C(C(Cl)Cl)N1CCN(c2ccccn2)CC1	0.1	2.4	17.2	5.1
O=c1nc2s/c(=C/c3ccccc3Cl)c(=O)n2nc1Cc1ccccc1	-0.1	-0.3	-4.3	0.5
COc1ccccc1C(=O)NNC1=NS(=O)(=O)c2ccccc21	-0.1	-0.3	-12.8	-3.4
COc1cc(OC)c(OC)cc1CN1CCCCC1c1cccnc1 (configuration not stated)	-0.2	-0.8	-10.0	-1.8
COC(=O)c1cc(-c2ccc(OC)cc2)n[nH]1	0.2	-0.3	-41.8	1.9
Nc1nonc1C(=O)NCCNC(=O)c1cccc(Br)c1	0.1	0.1	4.7	15.7
CCCN(CCC)C(=O)C1Sc2nnc(C)n2NC1c1ccc(OC)c(Cl)c1 (configuration not stated)	0.0	0.2	2.0	-4.3
CCOC(=O)c1cc2c(=O)n3ccccc3nc2n(CCCOC)c1=NC(=O)c1cccs1	0.4	-0.9	6.8	9.2
COc1ccc(NC(=O)C2=C(C)NC(=O)NC2c2ccccc2Br)cc1 (configuration not stated)	-0.1	1.8	17.6	-8.1
O=C(CCCn1c(=S)[nH]c2ccc(Br)cc2c1=O)NC1CCN(Cc2ccccc2)CC1	0.2	0.3	6.3	5.1
CCCCOC(=O)Nc1cc(C(=O)OC)ccc1C(=O)OC	0.1	-0.6	9.9	14.6
COCc1c(C(=O)N2CC3CCC2C3)c(=O)cc(C)n1CCCc1ccccc1 (configuration not stated)	0.0	-0.8	-49.3	-12.3
COc1cc(Nc2nc(N3CCC(N4CCOCC4)CC3)nc3c2ncn3C(C)C)cc(OC)c1OC	0.6	1.2	-1.7	15.4
Cc1ccc(-c2nnn(CC(=O)N3CCN(c4nc5ccccc5s4)CC3)n2)cc1	0.0	0.3	15.5	13.7
CCOC(=O)CNC(=O)Cn1nc(-c2cccc(OC)c2)ccc1=O	-0.2	-0.1	-2.4	-5.5
Cc1ccc(/C=C/C(=O)Nc2ccc3nc(N4CCN(c5ncccn5)CC4)cc(C)c3c2)cc1	0.0	0.1	-9.1	1.0
CCOc1cccc(C2Nc3cccc4cccc(c34)N2)c1O	0.1	-2.2	5.7	10.3

Exported with two lines to a compound: part of the list above
Values run as follows: FBW7 act	GPR151 ag	TEAD-YAP block	MITF primary
COc1ccc(NC(=O)C2=C(C)NC(=O)NC2c2ccccc2Br)cc1 (configuration not stated)
  -0.1	1.8	17.6	-8.1
O=C(CCCn1c(=S)[nH]c2ccc(Br)cc2c1=O)NC1CCN(Cc2ccccc2)CC1
  0.2	0.3	6.3	5.1
CCCCOC(=O)Nc1cc(C(=O)OC)ccc1C(=O)OC
  0.1	-0.6	9.9	14.6
COCc1c(C(=O)N2CC3CCC2C3)c(=O)cc(C)n1CCCc1ccccc1 (configuration not stated)
  0.0	-0.8	-49.3	-12.3
COc1cc(Nc2nc(N3CCC(N4CCOCC4)CC3)nc3c2ncn3C(C)C)cc(OC)c1OC
  0.6	1.2	-1.7	15.4

Remaining list, next part
SMILES	FBW7 act	GPR151 ag	TEAD-YAP block	MITF primary
CCC(C)N1CCC2(CC1)N=c1c(c3c4c5c(C)c(O)c3c(O)c1=NC(=O)/C(C)=C\C=C\[C@H](C)[C@H](O)[C@@H](C)[C@@H](O)[C@@H](C)[C@H](OC(C)=O)[C@H](C)[C@@H](OC)/C=C/O[C@@](C)(O5)C4=O)N2 (some centres not stated)	-0.2	-3.5	.	7.5
COc1cc2nc(C3CCC3)n(NC(=O)c3ccccc3F)c(=O)c2cc1OC	0.1	0.7	-2.1	9.2
Cc1cc(C)nc(N2CCC(C(=O)Nc3nnc(C(C)C)s3)CC2)n1	0.0	1.2	7.8	2.0
Cc1ccn2c(-c3csc(Nc4ccccc4)n3)c(C)nc2c1	-0.2	2.4	7.9	11.7
Cc1noc(C)c1S(=O)(=O)N1CCN(C(=O)c2ccco2)CC1	0.2	1.0	9.7	6.0
CS(=O)(=O)c1ccc2c(c1)nc(N1CCOCC1)c1nccn12	0.7	-1.0	-0.2	7.2
COc1cccc(OCC(=O)NC2CCS(=O)(=O)C2)c1 (configuration not stated)	0.4	-1.1	6.2	-19.5
Cc1nn(C)cc1CNC1CCN(c2ccc(NC(=O)c3ccccc3F)cc2)CC1	-0.2	-0.2	-15.6	9.2
S=P(N1CC1)(N1CC1)N1CC1	-0.1	-0.5	-0.7	-9.2
Cc1nn(CC(=O)N2c3ccccc3CC2C)c(C)c1[N+](=O)[O-] (configuration not stated)	-0.2	1.1	16.0	-6.8
Cc1cc(Nc2ncnc3ccccc23)ccc1Br	-0.1	0.5	-67.4	-4.3
COc1cc2c(cc1OC)C(COc1ccccc1OC)N(C(=O)c1cc(Cl)ccc1[N+](=O)[O-])CC2 (configuration not stated)	0.0	-1.6	-8.6	13.6
COc1ccc(C2C3COC(C)(C)CC3=NN2C(C)=O)cc1 (configuration not stated)	-0.2	0.0	3.0	5.7
Nc1c(C(=O)c2ccccc2)oc2ccc([N+](=O)[O-])cc12	-0.2	-0.5	-42.7	-1.0
c1ccc(-c2ccccc2-n2cnnn2)cc1	0.1	-1.2	7.0	4.8
O=C(CCS(=O)(=O)c1ccc(Br)cc1)NCc1ccccc1Cl	0.0	1.5	-5.4	-11.3
CC(=O)Nc1ccc(NC(=O)Cn2cc([N+](=O)[O-])cn2)cc1	0.1	0.5	4.9	11.6
CCN(CC)C(=O)C1CCN(Cc2nc(NCc3cccs3)c3ccccc3n2)CC1	0.0	-0.6	-7.7	26.8
COc1ccccc1N(/C(N)=N/c1nc(C)cc(C)n1)S(=O)(=O)c1ccc(C)cc1	0.9	-0.9	0.0	11.0
Cc1cccc(-c2cc(NCCc3ccccn3)ncn2)c1	0.6	-4.6	-11.4	4.3
CCC1(CC)NC(=O)N(CC(=O)Nc2ccccc2Br)C1=O	0.1	3.0	-9.6	-7.3
CS(=O)(=O)c1ccccc1C(=O)Nc1c(C(N)=O)oc2ccccc12	0.0	0.8	-7.2	-25.1
Cc1cc(Nc2ccc3c(c2)OCO3)nc(NCc2ccc3c(c2)OCO3)n1	0.2	-1.2	10.1	4.9
Cc1noc(CNC(=O)C2CCN(C(=O)Cn3ccc4ccccc43)CC2)n1	0.3	1.4	-1.5	-1.4
O=C(c1cc2ccccc2oc1=O)N1CCSC1c1ccc(Cl)cc1 (configuration not stated)	-0.2	0.0	-6.1	1.2
COc1ccccc1C1(CCNCc2ccc3c(c2)OCO3)CCOC(C)(C)C1 (configuration not stated)	0.0	2.6	8.7	22.8
CCc1ccccc1NC(=O)COc1ccc(-c2ccccc2)cc1	0.3	0.1	1.6	-0.3
CCOC(CNC(=O)c1sc2ncn(CC(=O)N(CC)CC)c(=O)c2c1C)OCC	0.4	-0.9	-12.3	12.7
CCCC12CN3CC(CCC)(CN(C1)C3c1ccc(O)cc1)C2=O (configuration not stated)	0.1	2.1	3.8	1.6
CCOC(=O)N1CCN(CC(O)COc2ccccc2Cl)CC1 (configuration not stated)	-0.1	-0.9	8.2	17.7
CC(C(=O)NC(N)=O)N1C(=O)NC(c2ccccc2)(c2ccccc2)C1=O (configuration not stated)	-0.1	-1.5	0.0	-0.1
Cc1ccc(S(=O)(=O)NCc2ccccc2)cc1	0.1	-1.3	.	6.5
CCNc1nc(NC2CCN(Cc3ccccc3)CC2)c2[nH]cnc2n1	0.3	0.8	1.8	8.7
CCOc1ccc(COC2C(C(O)CO)OC3OC(C)(C)OC32)cc1 (configuration not stated)	0.1	0.5	-1.8	3.2
C=CCNS(=O)(=O)c1ccc(OC)c(C)c1	-0.1	0.8	9.8	-9.1
Cc1ccc(CCNC(=O)c2ccc(NC3=NC4CS(=O)(=O)CC4S3)cc2)cc1 (configuration not stated)	0.2	1.6	9.3	9.0
CCc1nc2ccccc2n1CC(=O)Nc1cc(C)on1	-0.1	2.4	1.5	6.4
COc1ccc(OC)c(C2c3cccn3CCN2C(=S)Nc2cccc(F)c2)c1 (configuration not stated)	-0.1	-1.6	4.8	1.0
CCCNC(=O)Cc1cn(-c2ccc(NC3CCN(Cc4ccccc4)CC3)nn2)c2ccccc12	0.0	-1.4	-3.7	21.4
Cc1noc(C)c1COC(=O)Cc1ccc(Cl)c(Cl)c1	0.8	-1.3	1.4	3.2
COCCNC(=O)C(C)OC(=O)c1cccs1 (configuration not stated)	-0.1	0.1	6.6	-1.6
CCn1c(C(NC(=O)c2cccc(C)c2)C(C)C)n[nH]c1=S (configuration not stated)	-0.1	0.0	1.1	27.9
COc1cc(-c2nc(-c3nonc3N)no2)cc(OC)c1OC	-0.2	-0.7	4.5	0.4
O=C(Cn1c(C(F)(F)F)nc2ccccc21)NNC(=O)c1cncn1-c1ccc(F)cc1	-0.1	-1.9	-6.9	-11.0
CS(=O)(=O)N(CC(=O)N1CCCCCC1)c1ccc(I)cc1	-0.1	-0.2	-6.3	-3.9
O=C(CC(c1ccccc1)c1ccco1)N1CCCCC1 (configuration not stated)	0.0	-0.4	12.7	-0.9
COCC(=O)NC(CC(C)C)c1nnc2n1CCN(Cc1ccc(OC)cc1OC)CC2 (configuration not stated)	-0.1	2.0	4.9	5.8
CC12CC(C)(C)C(C#N)(C(N)=C1C#N)C(=C(C#N)C#N)N2 (configuration not stated)	-0.1	0.0	7.2	-8.5
Cc1cc(C)n2nc(C(F)(F)F)nc2n1	0.1	0.5	3.2	5.7
CSc1ccccc1NC(=O)C12CC3CC(C1)CC(n1cnc([N+](=O)[O-])n1)(C3)C2	0.6	-0.4	5.9	13.1
COc1cc(Cl)c(C)cc1Nc1ncccn1	0.8	0.3	-18.8	14.2
COc1ccc(N2C(=O)/C(=C/c3cc(OC)c(OC)c(OC)c3)N=C2c2ccccc2)cc1Cl	0.1	-0.5	-1.4	4.3
COc1ccc(NC(=O)C(NC(=O)CCc2cc(C(C)(C)C)c(O)c(C(C)(C)C)c2)c2ccc(C)cc2)cc1 (configuration not stated)	0.3	-1.4	-2.5	2.2
